Bioassay records from PubChem.
CHO parental Ca: counter-screen: ATP calcium response change in parental CHO cells; AID 463079; 0.63% of 330,000 active; inhibition, % at 5.6 µM; parental CHO-K1, ATP-induced calcium, Fluo-8 fluorescence;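 active = inhibition above that plate's mean sample inhibition plus 3 SD, cut at about 26% in these data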;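 note: 0% = ATP-challenged DMSO wells and 100% = DMSO wells without ATP; some compounds past the cut are filed as inactive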
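Test system: parental CHO cells; detection: calcium-sensitive Fluo-8 fluorescence; evaluation: percent inhibition of calcium signal; also added: ATP as calcium-mobilizing challenge; repeats: one well per compound; control set: ATP-challenged DMSO wells low, unchallenged DMSO wells high; compound: single nominal dose of 5.6 µM per compound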
CHRM1 PAM: potentiates human M1 receptor response to acetylcholine; P11229; CHO-K1 hM1, Fluo-8 calcium fluorescence, ACh EC20; 0% = ACh EC20, 100% = maximal ACh; activation, % at 3 µM; 0.088% of 360,000 active; AID 588819; in the data active = activation above about 19%, passing the limit was not always enough
Target sequence (P11229 whole entry, looked up): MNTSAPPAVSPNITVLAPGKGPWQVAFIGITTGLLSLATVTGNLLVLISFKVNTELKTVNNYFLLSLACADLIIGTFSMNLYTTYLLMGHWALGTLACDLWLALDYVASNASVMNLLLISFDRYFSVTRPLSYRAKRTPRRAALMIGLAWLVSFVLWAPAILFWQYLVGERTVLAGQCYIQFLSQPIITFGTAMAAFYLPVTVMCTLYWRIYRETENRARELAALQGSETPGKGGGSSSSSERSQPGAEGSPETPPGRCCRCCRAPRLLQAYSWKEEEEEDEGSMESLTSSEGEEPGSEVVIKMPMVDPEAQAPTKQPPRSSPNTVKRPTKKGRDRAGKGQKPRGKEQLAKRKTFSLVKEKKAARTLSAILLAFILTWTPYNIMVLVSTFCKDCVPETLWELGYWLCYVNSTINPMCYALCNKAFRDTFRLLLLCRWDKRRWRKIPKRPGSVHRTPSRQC
CHO-K1 Ca antag: nonselective inhibitor or artifact in parental CHO-K1 cells. 0.6% of 360,000 active. ATP-induced calcium, Fluo-8 fluorescence. inhibition, % at 3 µM;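 active = inhibition above a per-plate cutoff, the plate's mean sample inhibition plus 3 SD, cut at about 24% in these data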;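 note: 0% = DMSO plus EC80 ATP and 100% = DMSO alone without ATP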
OXTR potentiator: potentiates the human oxytocin receptor response | P30559 | 0.061% of 320,000 active | activation, % at 3 µM | CHO-OTR cells, Fluo-8 calcium fluorescence, potentiator mode; 0% = oxytocin EC15, 100% = EC100 | AID 2445;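 active = activation above that plate's cutoff, the mean activation of tested compounds plus 3 SD, cut at about 6.6% in these data, passing the limit was not always enough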;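 note: 100% uses oxytocin at 75 nM as the full agonist control; some results filed as inactive read as strong as hits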
Target sequence (P30559 whole entry, looked up): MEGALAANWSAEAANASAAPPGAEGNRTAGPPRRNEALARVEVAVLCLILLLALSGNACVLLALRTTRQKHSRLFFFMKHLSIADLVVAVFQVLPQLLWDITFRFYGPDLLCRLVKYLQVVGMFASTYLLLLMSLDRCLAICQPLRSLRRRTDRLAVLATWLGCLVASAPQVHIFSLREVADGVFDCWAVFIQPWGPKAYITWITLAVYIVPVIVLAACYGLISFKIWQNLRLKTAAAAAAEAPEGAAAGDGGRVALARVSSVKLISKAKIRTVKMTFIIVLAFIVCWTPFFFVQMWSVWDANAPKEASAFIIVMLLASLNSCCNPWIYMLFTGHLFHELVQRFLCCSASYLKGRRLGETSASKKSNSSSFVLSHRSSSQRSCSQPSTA
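Measured by – Fluo-8 calcium dye fluorescence · Test system – human OTR in CHO cells · Dosing – one concentration, 3.0 µM compound · Controls – EC15 oxytocin alone as 0%, 75 nM oxytocin as 100% · Evaluation – normalized max/min fluorescence ratio, % activation · Timing – 6 min pre-incubation, 100 s read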
CHO-K1 Ca ag: M1 agonist counterscreen hit in parental CHO-K1 cells | AID 602248 | 0.48% of 360,000 active | Fluo-8 calcium fluorescence; scaled to maximal ATP response, vehicle zero | activation, % at 3 µM; in the data active = activation above about 15%;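 note: untransfected CHO-K1 host cells lacking M1 receptor as counterscreen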
CHRM1 agonist: agonists of human M1 muscarinic receptor; CHO-K1 hM1, Fluo-8 calcium fluorescence, agonist mode; 0% DMSO, 100% acetylcholine EC100; activation, % at 3 µM; 0.33% of 360,000 active; AID 588814;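 active = activation above the run's mean compound activation plus 3 SD, cut at about 16% in these data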;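 note: peak over basal fluorescence ratio within a 140 s kinetic read after compound addition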
M4 ag: agonists of human muscarinic M4 receptor (CHRM4) | CHO-K1 hM4/Gqi5, Fluo-8 calcium fluorescence; vehicle 0%, full acetylcholine response 100% | activation, % at 3 µM | 0.14% of 360,000 active | P08173;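 active = activation above the run mean over all test wells plus 3 SD, cut at about 32% in these data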;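 note: peak over basal fluorescence ratio per well then scaled between controls; 0% = DMSO wells and 100% = acetylcholine at EC100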
CHRM1 antagonist: human CHRM1 antagonism | P11229 | CHO-K1 hM1, Fluo-8 calcium fluorescence, ACh EC80 antagonist | inhibition, % at 3 µM | 1.3% of 360,000 active;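 active = percent inhibition above its own plate's cutoff, namely the mean of that plate's compound wells plus 3 SD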;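 note: peak over basal fluorescence ratio during 140 s after agonist addition; 0% = ACh EC80 plus DMSO and 100% = DMSO alone without agonist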
M4 antag: antagonists of human muscarinic M4 receptor (CHRM4) | AID 624125 | P08173 | 0.73% of 360,000 active | CHO-hM4 cells, ACh EC80, Fluo-8 calcium fluorescence | inhibition, % at 3 µM;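 active = inhibition above its plate's cutoff, the mean inhibition of sample wells plus 3 SD, cut at about 27% in these data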;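 note: 0% = acetylcholine EC80 with DMSO and 100% = DMSO without agonist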
* hit, by the source's call; nt = not tested or not shown. Rows were taken by chance; overall some 2.9% were active at least once.

structure | CHO parental Ca | CHRM1 PAM | CHO-K1 Ca antag | OXTR potentiator | CHO-K1 Ca ag | CHRM1 agonist | M4 ag | CHRM1 antagonist | M4 antag
CCN1CCN(C(CCc2ccccc2)C(=O)NC2CCCCC2)CC1 (stereo not given) | nt | -1 | -18 | nt | 0.0 | -4 | 1 | -21 | -1
CN1CCN(c2ccccc2NC(=O)c2cccc([N+](=O)[O-])c2)CC1 | -13 | 1 | -7 | -3 | 0.5 | -8 | 1 | -3 | -2
CCn1nnc(-c2ccccc2NC(=O)c2cccc(-n3cnnn3)c2)n1 | -12 | 14 | -17 | -8 | -0.2 | 1 | 1 | -17 | -5
Cc1ccc(-n2ncc3c2CC(C)(C)CC3NC(=O)c2ccccn2)cc1 (stereo not given) | -26 | 4 | -12 | -4 | 1.9 | -6 | 1 | -6 | -25
CCNC(=O)C1(C)CCCN(C(=O)c2nc(C)oc2C)C1 (stereo not given) | nt | 5 | -10 | nt | 0.9 | -2 | 1 | -5 | -1
CCC1CCc2c(sc(NC(=O)C3c4ccccc4Oc4ccccc43)c2C(N)=O)C1 (stereo not given) | -24 | -2 | -3 | -7 | 0.1 | -2 | 1 | -6 | 8
CC(C)C[C@H]1CN=C(Nc2ccccc2)N1CCC1CCCC1 | -22 | -13 | 3 | -4 | 0.9 | -8 | 5 | 20 | 12
O=C(OCc1ccc(Cl)c(Cl)c1)c1cccnc1Cl | -26 | -4 | 2 | -13 | 1.7 | -5 | 5 | 5 | 2
CCn1cc([N+](=O)[O-])c(C(=O)N2CCCc3ccccc32)n1 | nt | 15 | -6 | nt | 1.1 | 0 | 1 | -16 | 4
CCN(c1ccccc1)S(=O)(=O)c1cc(C(=O)Nc2ccc(F)c(F)c2)ccc1F | -2 | -21 | 20 | -10 | 13 | 0 | 16 | 33* | 19
COc1ccc(S(=O)(=O)N2c3ccccc3OCC2C(C)(C)C)cc1 (stereo not given) | 2 | 9 | 7 | -28 | -0.3 | -3 | 0 | -14 | 2
CN(C)c1ncnc2c1C(c1ccccc1)C(C)(C)O2 (stereo not given) | nt | 5 | -10 | nt | 0.4 | -4 | 1 | -9 | -2
CCCNC(=O)C1(C)CCN(C(=O)C2(c3ccc(Cl)cc3)CCCC2)C1 (stereo not given) | nt | 8 | 3 | nt | 0.0 | -6 | 2 | -11 | -3
CCN(CC(=O)Nc1ccccc1OC)C(=O)C1CC2C=CC1C2 (stereo not given) | -21 | 7 | 19 | 4 | -0.2 | 0 | 0 | 1 | 9
CC(C/C=N/NC(=O)COc1cc(Cl)ccc1Cl)c1ccccc1 (stereo not given) | -11 | -3 | 5 | -3 | -0.3 | -3 | 0 | -17 | -10
COC(=O)c1sc(NC(=O)c2cc3c(s2)CCCC3)nc1C | -20 | 2 | -13 | -4 | 0.0 | -11 | 1 | -1 | 1

The list goes on, overlapping the part above by two compounds.
structure | CHO parental Ca | CHRM1 PAM | CHO-K1 Ca antag | OXTR potentiator | CHO-K1 Ca ag | CHRM1 agonist | M4 ag | CHRM1 antagonist | M4 antag
CC(C/C=N/NC(=O)COc1cc(Cl)ccc1Cl)c1ccccc1 (stereo not given) | -11 | -3 | 5 | -3 | -0.3 | -3 | 0 | -17 | -10
COC(=O)c1sc(NC(=O)c2cc3c(s2)CCCC3)nc1C | -20 | 2 | -13 | -4 | 0.0 | -11 | 1 | -1 | 1
C=C(C)CN(CC)C(=O)CC1C(=O)NCCN1Cc1c(F)cccc1Cl (stereo not given) | -12 | -4 | 18 | -6 | 0.0 | -6 | 1 | 7 | -5
Cc1ccc(S(=O)(=O)CCOC(=O)CNC(=O)OCc2ccccc2)cc1 | nt | -11 | 6 | nt | 0.8 | 0 | 2 | 4 | 0
COc1cccc(CC(=O)N2CCC(CCC(=O)Nc3cccc(OC)c3)CC2)c1 | -8 | -4 | 10 | -7 | 0.6 | -3 | 20 | 8 | 3
O=C1CCNc2c(Cl)cccc21 | -6 | 3 | -8 | -2 | 1.6 | -1 | 9 | -8 | -1
CN(CC(=O)NCCc1ccc(S(N)(=O)=O)cc1)c1ccccc1 | -2 | 9 | -14 | 2 | 0.6 | -5 | 0 | -5 | 7
CC(Cc1n[nH]c(=S)n1N)c1ccccc1 (stereo not given) | 0 | -2 | 7 | -6 | 3.1 | -3 | 9 | -1 | -3
COc1cc(/C=N/OCC(=O)NC2CCCCC2)ccc1OCc1ccccc1 | -17 | 2 | -1 | -7 | 2.0 | -5 | 3 | -3 | 8
O=C(CSc1nnc(-c2ccccc2)o1)NC(=O)Cc1ccccc1 | -7 | 4 | -2 | 1 | 0.1 | 0 | 1 | -4 | -3
COc1ccc(CNC(=O)/C(C#N)=C/c2cccc(OC)c2OC)cc1 | -16 | 6 | -3 | 0 | -0.2 | -2 | 1 | 3 | -1
CCOC(=O)C(C(=O)OCC)N(C#N)c1nc(C)cc(C)n1 | 8 | 1 | -10 | 6 | 0.2 | -4 | 0 | -1 | 8
COc1ccc(C(=O)NC(=S)Nc2ccccc2N2CCOCC2)cc1[N+](=O)[O-] | -20 | -7 | -9 | -4 | 1.1 | -10 | 1 | 7 | 0
CCOC(=O)CSc1nc(C)cc(=O)[nH]1 | -7 | 4 | 6 | -3 | 0.1 | 0 | 0 | -8 | -5
Cc1c(F)cccc1NS(=O)(=O)c1ccccc1C#N | -7 | 1 | -15 | -5 | 0.9 | -8 | 2 | -1 | 1
Cc1ccc(CSc2nnc3c(n2)OC2(Nc4ccccc4-3)C(=O)Nc3ccc(F)cc32)cc1 (stereo not given) | -7 | -2 | -19 | -2 | 2.8 | -3 | 2 | 0 | 0
Cc1ccc(C)c(N(CC(=O)NCc2ccco2)C(=O)CNS(=O)(=O)c2ccc(F)cc2)c1 | -8 | 12 | -6 | -5 | 0.2 | -1 | 1 | -18 | -12
Cn1cnnc1SCC(=O)c1ccc2c(c1)NC(=O)CO2 | -9 | 5 | -15 | 1 | 0.7 | -2 | 0 | 0 | 0
CCc1nn(CC(=O)NCCc2ccc(OC)cc2OC)c(=O)c2cc3occc3n12 | -22 | 2 | -7 | -1 | 2.6 | -1 | 1 | 3 | -4
CCN(c1ccccc1)S(=O)(=O)c1ccc2ccccc2c1 | -3 | 6 | -18 | -12 | -0.2 | -7 | 0 | -10 | -6
CC(=O)N(C)[C@H]1C[C@@H](c2ccccc2)N(C(C)=O)C[C@H]1CO | nt | 13 | 2 | nt | 0.3 | -2 | 1 | -7 | -4
CCN(CC)CCCN1C(=O)C(O)=C(C(=O)c2ccco2)C1c1ccc(OC(C)C)cc1 (stereo not given) | -14 | 3 | 3 | -11 | 0.3 | -3 | 0 | -2 | 4
FC(F)(F)c1ccc(N2CCN(c3cc(-c4ccccc4)nc4ncnn34)CC2)nc1 | -5 | 7 | -12 | -7 | 1.3 | 6 | 5 | -43 | -9
CC(C)(C)c1ccc(NC(=O)CSc2n[nH]c(=O)n2C2CC2)cc1 | -6 | 5 | -13 | -4 | 1.4 | -4 | 3 | -5 | 0
CSc1cccc(CN2CCC(CCC(=O)NC3CC3)CC2)c1 | 2 | 0 | 20 | 2 | -0.2 | 2 | 0 | 6 | 19
Cc1ccc(S(=O)(=O)N2CCN(CC(=O)NC(=O)NCc3ccccc3)CC2)cc1C | -7 | 2 | 10 | -3 | 0.0 | -2 | 1 | 2 | -2
CC(C)Cn1nc(C(=O)Nc2cccc(S(=O)(=O)N3CCCC3)c2)c2ccccc2c1=O | -35 | -2 | 5 | -3 | 0.4 | -3 | 4 | 6 | 4
CC(=O)Nc1ccc(CN2C(=O)C(C)ON=C2c2ccccc2-c2ccco2)cc1 (stereo not given) | nt | 1 | 15 | nt | 3.2 | 1 | 13 | -5 | -1
CC(C)=CC(=O)Nc1ccc(Br)cc1 | -7 | -6 | -11 | -4 | 2.3 | -8 | 1 | 2 | -4
O=c1oc(CCO)cc2ccc(-c3ccc4[nH]ccc4c3)cc12 | 2 | 2 | 15 | -7 | 0.2 | 1 | 5 | 11 | -4
CCOC(=O)C(CCCCCCP(=O)(c1ccccc1)c1ccccc1)NC(C)=O (stereo not given) | -19 | -4 | 12 | 0 | -0.1 | -3 | 1 | -8 | -3
Cc1ccc(CN2CC(C(=O)O)CC2=O)cc1 (stereo not given) | 5 | 8 | -8 | 5 | -0.5 | -3 | 0 | -7 | 8
O=C(Nc1cccc(-c2cn3cccnc3n2)c1)Nc1ccccc1F | -8 | 6 | -12 | -6 | 4.5 | -3 | 12 | -2 | -5
CCCCNC(=O)c1cc(-c2ccc3c(c2)OCO3)on1 | 8 | 9 | -1 | -17 | 0.8 | -5 | 0 | -12 | 2
O=C(Nc1ccnn1C1CCN(Cc2c(F)cccc2Cl)CC1)C1CCCC1 | -22 | 0 | -17 | -3 | 2.0 | -3 | 2 | 0 | 4
O=C(C1CCN(S(=O)(=O)c2ccc(Cl)cc2)CC1)N1CCC1 | -6 | 3 | -1 | -8 | 0.5 | -3 | 4 | 0 | -1
O=C(CCS(=O)(=O)c1ccccc1)Nc1nncs1 | 13 | 3 | -6 | -4 | 0.7 | 0 | 1 | 4 | -3
CC(=O)COC(=O)c1cccc(N2C(=O)C3C4C=CC(C4)C3C2=O)c1 (stereo not given) | -9 | -3 | 12 | -4 | 0.2 | -1 | 2 | 13 | -18
COC(=O)c1c(C)[nH]c(C)c1C(C)=O | -1 | 4 | -15 | -7 | 0.2 | -1 | 0 | -3 | -2
Nn1cnnc1N/N=C/c1ccc(Cl)cc1Cl | nt | 7 | -3 | nt | -0.6 | -3 | 1 | -4 | 0
CCn1cc(CN2CCC(n3nccc3NC(=O)Cc3ccccc3)CC2)cn1 | -2 | 4 | 8 | -4 | -0.3 | -2 | 0 | 8 | 6
COc1cccc(C(=O)COC(=O)C(C)N2C(=O)C3C4C=CC(C4)C3C2=O)c1 (stereo not given) | -7 | 3 | -9 | -13 | 1.3 | -3 | 2 | -21 | 8
NC(=O)c1ccc(CN2CCc3ccccc3C2)cc1 | -11 | 8 | -17 | 0 | 0.1 | -8 | 0 | -16 | 2
COc1ccc(CC(=O)OCC(=O)Nc2cccc(Cl)c2)cc1 | -5 | -5 | 6 | 1 | 0.3 | -2 | 1 | 8 | 5
CC(C)CCNCC1OCc2ccccc2CO1 | -13 | 0 | 17 | -6 | 0.1 | -9 | 1 | 1 | -11
COc1cccc(CNC(=O)CCCn2nc(C)c3c(C)n(-c4ccc(C)cc4)nc3c2=O)c1OC | -28 | 0 | -11 | -3 | -1.8 | -6 | -1 | 3 | -3
Cn1c(=O)[nH]c(=O)c2c1nc(NCCCO)n2Cc1ccc(F)cc1 | -5 | 5 | -1 | -3 | 0.7 | -4 | 0 | -4 | 3
CSc1ccccc1NC(=O)COC(=O)c1c[nH]c(=O)[nH]c1=O | 9 | 13 | -8 | -2 | 0.1 | -1 | 0 | -14 | 1
